NOD2-RIPK2 inh: inhibitors of human NOD2-RIPK2 interaction. CHO BLA complementation NOD2-RIPK2, CCF4 ratio. inhibition, % at 4.98 µM. O43353. actives 0.38% (n = 360,000). AID 624267; in the data active = inhibition above about 21%;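 also: 0% = vehicle only and 100% = reference blocker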
SRC2 inh: inhibits human steroid receptor coactivator 2; inhibition, % at 9 µM; HEK293 GAL4-SRC2 luciferase reporter, luminescence; Q15596; actives 0.17% (n = 370,000); AID 651957;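 active = inhibition above the mean inhibition of all tested compounds plus 3 SD, set per campaign, cut at about 52% in these data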;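 also: 0% = DMSO treated cells and 100% = cells given Gossypol at 36 µM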
NR2F2 inh: inhibitors of human COUP-TFII (NR2F2); P24468; inhibition, % at 8.6 µM; actives 0.7% (n = 370,000); HEK293T NGFI-A luciferase reporter, luminescence;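 active = inhibition above a per-plate cutoff, mean inhibition of test wells between control levels plus 3 SD, cut at about 38% in these data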;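 also: cells cotransfected with COUP-TFII expression vector driving the NGFI-A reporter; 0% = median of COUP-TF2 test wells and 100% = reporter-only cells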
MC4R ag barr: activates human MC4R beta-arrestin recruitment. P32245. U2OS MC4R beta-arrestin complementation, luminescence; percent of melanotan II response, DMSO zero. activation, % at 8.9 µM. actives 0.98% (n = 360,000);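 active = activation above a per-plate cutoff, the mean activation of sample wells on that plate plus 3 SD, cut at about 8% in these data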
Target sequence (P32245 whole entry, looked up): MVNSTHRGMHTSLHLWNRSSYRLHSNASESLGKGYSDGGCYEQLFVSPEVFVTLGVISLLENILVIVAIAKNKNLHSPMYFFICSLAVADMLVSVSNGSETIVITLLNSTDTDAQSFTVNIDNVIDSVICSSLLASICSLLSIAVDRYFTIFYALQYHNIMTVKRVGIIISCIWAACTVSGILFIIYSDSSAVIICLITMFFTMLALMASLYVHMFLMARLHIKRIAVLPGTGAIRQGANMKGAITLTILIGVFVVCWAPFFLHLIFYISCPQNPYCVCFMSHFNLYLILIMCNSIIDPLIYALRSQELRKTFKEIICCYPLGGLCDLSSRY
LMP1 NFkB inh: inhibitors of Epstein-Barr LMP1-induced NF-kappaB reporter | LMP1-induced NF-kappaB luciferase reporter cells, luminescence | inhibition, % at 12.5 µM | actives 0.69% (n = 350,000); in the data active = inhibition above about 41%;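 also: 0% = neutral control wells and 100% = reference inhibitor control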
TLR9-MyD88 inh: inhibitors of human TLR9-MyD88 binding. Q9NR96+Q99836. CHO BLA complementation TLR9-MyD88, CCF4 FRET ratio. inhibition, % at 4.98 µM. actives 0.21% (n = 340,000). AID 504734;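 active = inhibition above the mean over all tested compounds plus 3 SD, cut at about 21% in these data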;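 also: 0% = DMSO only wells and 100% = clavulanate BLA inhibitor control wells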
NR5A2 inv ag: suppresses constitutive activity of human LRH-1 | O00482 | HEK293T StAR-luciferase reporter, LRH-1 transfected, 24 h | inhibition, % at 3.6 µM | actives 0.13% (n = 360,000) | AID 602396;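 active = inhibition above the mean inhibition of all tested compounds plus 3 SD, cut at about 73% in these data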;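 also: 0% = DMSO wells and 100% = reporter-only cells lacking LRH-1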
Target sequence (O00482 whole entry, looked up): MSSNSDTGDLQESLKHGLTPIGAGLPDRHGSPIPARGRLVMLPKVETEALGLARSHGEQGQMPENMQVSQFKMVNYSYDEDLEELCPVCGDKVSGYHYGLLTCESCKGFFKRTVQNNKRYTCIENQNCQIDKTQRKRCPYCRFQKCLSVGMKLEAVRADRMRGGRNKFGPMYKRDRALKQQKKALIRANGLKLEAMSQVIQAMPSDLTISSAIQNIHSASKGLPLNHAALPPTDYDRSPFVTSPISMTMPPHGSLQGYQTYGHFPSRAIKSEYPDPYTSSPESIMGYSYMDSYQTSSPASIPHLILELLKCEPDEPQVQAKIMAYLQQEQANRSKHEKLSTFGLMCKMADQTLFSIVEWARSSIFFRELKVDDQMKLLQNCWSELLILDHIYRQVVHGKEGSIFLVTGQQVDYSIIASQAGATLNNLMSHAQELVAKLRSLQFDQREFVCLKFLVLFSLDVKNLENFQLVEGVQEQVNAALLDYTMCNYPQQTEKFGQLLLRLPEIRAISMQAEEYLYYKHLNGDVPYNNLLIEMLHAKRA
NCOA3 inh: human NCOA3 inhibition; Q9Y6Q9; HEK293 GAL4-SRC3 luciferase reporter, luminescence; inhibition, % at 3.6 µM; actives 0.17% (n = 360,000); AID 588352;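 active = inhibition above a per-campaign cutoff, the mean of all compounds plus 3 SD, cut at about 60% in these data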;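 also: 0% = DMSO-treated cells and 100% = gossypol-treated cells at 36 µM; higher means less SRC3-driven luciferase light from the GAL4 reporter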
SRC1 inh: human NCOA1 inhibition | HEK293 GAL4-SRC1 luciferase reporter, luminescence | inhibition, % at 3.6 µM | actives 0.12% (n = 360,000);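 active = inhibition above the campaign mean plus 3 SD, with each screening campaign given its own cutoff, cut at about 60% in these data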;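 also: 0% = DMSO treated cells and 100% = gossypol at 36 µM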
MC4R antagonist: blocks human MC4R cAMP signaling. P32245. MC4R-expressing cells, MTII-stimulated cAMP, LANCE TR-FRET. inhibition, % at 6.5 µM. actives 0.48% (n = 360,000). AID 540295;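 active = inhibition above its plate's cutoff, the mean of tested wells on that plate plus 3 SD, cut at about 29% in these data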;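 also: 0% = Melanotan II alone and 100% = Melanotan II plus saturating MCL0020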
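System: U2OS-MC4R stable cell line; Technique: Eu-cAMP/anti-cAMP TR-FRET, emission 671 nm; Repeats: single well per compound; Also added: Melanotan II; Dosing: one concentration, 6.5 µM nominal; Schedule: 30-min compound, 1-h challenge, 1-h detection, room temperature.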
ABHD5-PLIN5 inh: blocks binding of human ABHD5 to perilipin-5 | Q00G26+Q8WTS1 | Split G. princeps luciferase complementation, luminescence, 4 h | inhibition, % at 4 µM | actives 0.78% (n = 360,000) | AID 602281;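 active = inhibition above the mean inhibition across every tested compound plus 3 SD, cut at about 22% in these data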;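 also: 0% = DMSO only wells and the 100% control is not disclosed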
* = called active by the depositor; . = no result given. Not all compounds are listed, so the mix of outcomes need not match the whole.

Results follow in this order: NOD2-RIPK2 inh, SRC2 inh, NR2F2 inh, MC4R ag barr, LMP1 NFkB inh, TLR9-MyD88 inh, NR5A2 inv ag, NCOA3 inh, SRC1 inh, MC4R antagonist, ABHD5-PLIN5 inh
Cn1c(CNC(=O)Nc2ccccc2Cl)nnc1SCc1ccccc1
  6, -6, 7, 0.4, 7, -14, 3, -11, -5, 1, 2
Cc1[nH]n(-c2ccccc2)c(=O)c1C(=O)c1ccc(Cl)cc1
  15, -3, 1, -0.4, 8, 3, 13, 26, 14, 13, -12
COc1cc(C(=O)NCCCc2nc3ccccc3n2Cc2cc(C)ccc2C)cc(OC)c1OC
  0, 0, -6, -0.5, -7, -7, 4, -1, 1, 14, 8
NC(=O)C1CN(C(=O)c2cccc(S(=O)(=O)N3CCc4ccccc43)c2)c2ccccc2O1 (stereo not given)
  -7, 20, 1, 0.2, -1, 3, 23, 15, 10, -6, 13
O=C(c1ccccc1Sc1ccc([N+](=O)[O-])cc1)N1CCCCC1
  -4, -22, 4, -2.5, -1, -2, 9, 12, -30, 1, -2
N#CCC(=O)Nc1ccc(C(=O)OCC(=O)Nc2ccccc2-c2ccccc2)cc1
  -18, -20, 13, -1.2, -5, ., 4, 7, -4, 2, 4
CC1(C)NC(=O)N(CC(O)COc2cccc(F)c2)C1=O (stereo not given)
  -8, -7, -6, 1.2, 5, -8, 10, -5, 13, 6, 15
O=C(Cn1cnc2ccccc2c1=O)NNC(=O)c1ccccc1F
  -22, -5, -3, -2.0, 1, 9, -5, -30, -1, 4, -3
CS(=O)(=O)N(CC(=O)NCc1ccco1)c1ccc(Cl)cc1Cl
  -16, 1, 0, -1.1, 11, 1, 3, -32, -1, -1, 4
Cc1cc2ccccc2nc1SCC(=O)NC1CCCCC1
  6, -21, 1, 1.7, 2, 8, 0, 5, -9, 20, -6
O=C(N/N=C/C=C/c1ccccc1)c1n[nH]c2c1CCC2
  8, -13, 2, -2.0, 3, 7, 3, -26, -43, -29, -3
COCCCNC(=O)/C=C/c1c(Cl)cccc1Cl
  -15, -40, 12, -0.9, -7, -7, -6, -2, -5, 1, -1
CC(C)c1[nH]nc2c1C(C(C)C)C(C#N)=C(N)O2 (stereo not given)
  -2, 4, 1, -2.3, 3, 9, 19, 3, -18, 2, -5
Cc1ccc(NC(=O)c2cc(-c3cc(C)c(C)cc3O)n[nH]2)cc1C
  3, -20, 7, 2.7, -2, 11, -10, -43, 8, -2, -1
Cc1ccc(S(=O)(=O)N2CCN(Cc3cccnc3)CC2)cc1
  -1, 7, 1, -2.8, 0, -10, 7, 12, 2, 5, -2

Record cards (already shown).
CC(C)c1[nH]nc2c1C(C(C)C)C(C#N)=C(N)O2 (stereo not given) across the screens: NOD2-RIPK2 inh: -2; SRC2 inh: 4; NR2F2 inh: 1; MC4R ag barr: -2.3; LMP1 NFkB inh: 3; TLR9-MyD88 inh: 9; NR5A2 inv ag: 19; NCOA3 inh: 3; SRC1 inh: -18; MC4R antagonist: 2; ABHD5-PLIN5 inh: -5
O=C(c1ccccc1Sc1ccc([N+](=O)[O-])cc1)N1CCCCC1 across the screens: NOD2-RIPK2 inh: -4; SRC2 inh: -22; NR2F2 inh: 4; MC4R ag barr: -2.5; LMP1 NFkB inh: -1; TLR9-MyD88 inh: -2; NR5A2 inv ag: 9; NCOA3 inh: 12; SRC1 inh: -30; MC4R antagonist: 1; ABHD5-PLIN5 inh: -2

Next part
Results follow in this order: NOD2-RIPK2 inh, SRC2 inh, NR2F2 inh, MC4R ag barr, LMP1 NFkB inh, TLR9-MyD88 inh, NR5A2 inv ag, NCOA3 inh, SRC1 inh, MC4R antagonist, ABHD5-PLIN5 inh
COc1ccc(CCC(=O)NCC23CC4CC(CC(C4)C2)C3)cc1
  1, 25, -9, 1.6, -3, -3, 2, -6, 5, 18, -4
O=C(Cn1cccc1C(=O)c1ccccc1)NCCN1CCOCC1
  -9, -20, -10, -1.4, 4, -14, 12, -6, -5, 0, -1
CCOC(=O)Cc1nnc(-c2ccccc2)o1
  -2, 1, 8, 0.1, 10, 2, 6, -4, 12, -5, -1
Cc1ccc(C2c3c(oc4cc(C)c(C)cc4c3=O)C(=O)N2CCCN2CCOCC2)cc1 (stereo not given)
  -16, -9, 9, -1.2, -4, 5, -47, -11, 5, 19, 8
Cc1ccc(S(=O)(=O)N2CCCCC2)cc1NC(=O)CN1C(=O)c2ccccc2S1(=O)=O
  3, 3, -1, -0.2, -10, 3, -29, 10, -16, 12, 4
Cc1csc(N(C(=O)c2cccc(S(=O)(=O)N(C)C)c2)c2ccccc2)n1
  -10, -32, -13, 0.2, 6, -5, -26, -9, 13, 12, 1
O=C(CSc1nnc(-c2cccnc2)o1)Nc1cccc(Cl)c1
  -1, -16, -23, -0.6, -15, -1, -45, -31, -9, 20, -4
COc1cccc(NC(=O)CN(C)S(=O)(=O)c2ccc(C)cc2)c1
  -4, 7, 2, -2.4, 1, -12, -11, -19, -9, 9, 3
COc1ccc(S(=O)(=O)N/N=C/c2ccc(OCCN3CCOCC3)c(OC)c2)cc1
  9, -17, -8, -5.3, -10, -8, -21, 9, -25, 11, 1
COC(=O)c1cccc(S(=O)(=O)N2CCC(NC(=O)NC34CC5CC(CC(C5)C3)C4)CC2)c1
  7, 13, 0, -2.3, -3, -2, 3, -2, -6, 2, -6
COC(=O)c1ccc(CSc2nc3c(cnn3-c3ccc(C)c(C)c3)c(=O)[nH]2)o1
  -17, -12, 0, -2.3, 3, -4, 11, 12, 7, 3, -4
CCOC(=O)[C@]12CCCC=C1N(Cc1cccc3ccccc13)C(=O)[C@H](CC(=O)NCc1cccs1)C2
  5, 9, 11, ., ., ., -8, ., ., ., -9
c1ccc(-c2ncc3c(ccc4ccccc43)n2)cc1
  -12, -25, -48, -3.8, 19, -2, -106, -95, -106, 2, -1
CC1CCCC(NS(=O)(=O)c2cccc3nsnc23)C1C (stereo not given)
  4, 20, 12, -1.4, 5, -8, 18, 13, -15, -1, 5
O=C(N/N=C/c1ccco1)c1ccc(NC(=O)c2ccccc2Cl)cc1
  -3, -17, -5, -2.9, 2, 4, 4, 16, 0, -5, 1

Other structures:
Results follow in this order: NOD2-RIPK2 inh, SRC2 inh, NR2F2 inh, MC4R ag barr, LMP1 NFkB inh, TLR9-MyD88 inh, NR5A2 inv ag, NCOA3 inh, SRC1 inh, MC4R antagonist, ABHD5-PLIN5 inh
CC1=C(C(=O)N2CCOCC2)CC(CC(=O)NCc2cccc3ccccc23)C(=O)N1Cc1ccc(F)cc1 (stereo not given)
  -1, -11, -7, -0.6, 0, -15, 3, 3, 5, 2, 0
COC(=O)c1[nH]c2cccc(Cl)c2c1NC(=O)CN1CCCCC1C (stereo not given)
  -8, 8, -3, -1.5, -4, 0, 8, 9, -8, 8, 1
O=C(CNS(=O)(=O)c1ccc(Cl)cc1)NC1CCCCC1
  -3, -61, -9, 0.4, 0, -5, 25, -25, -4, 4, 1
OC1c2cc(Br)ccc2N=C2CCCCCN21 (stereo not given)
  9, -41, -32, 0.2, ., ., -1, -40, -12, 5, -4
CCOC(=O)C1CCN(c2c(NCCN3CCN(c4ccccc4)CC3)c(=O)c2=O)CC1
  2, 4, -17, -1.5, -8, -17, 17, -19, -4, 11, -1
CCNc1nc(C)nc2c1oc1ccccc12
  6, 13, 19, -1.4, -5, 0, -24, -3, -29, -3, -3
COc1ccc(NC(=O)c2ccccc2N(Cc2ccccc2)S(C)(=O)=O)c(OC)c1
  3, 7, 2, -0.6, 3, -13, -3, -7, -20, 8, -2
NNc1nc2c(F)cccc2s1
  1, -40, -5, -3.5, -24, 0, -42, -42, -55, 1, -4
O=S(N1CCc2ccccc21)C12CC3CC(CC(C3)C1)C2 (stereo not given)
  -3, 9, 8, -2.0, -33, 5, 8, -21, -39, 2, -5
CCNc1nc(NCC)n2c(SCC(=O)c3ccccc3F)nnc2n1
  8, -19, -4, -4.1, -11, 3, -4, -7, -23, 12, 2
CCN(CC)C(c1ccc(C)cc1)c1nnnn1C1CCCCC1 (stereo not given)
  8, -22, 17, -0.5, 9, 9, -9, 3, -5, 0, 2
COc1ccc(CCNC(=O)Cn2nnc(-c3cccs3)n2)cc1OC
  -6, 20, 5, -0.5, 7, 0, 19, 3, 4, 1, 3
CC1(C)NC(=O)N(CCCCOc2ccc3ccccc3c2Cl)C1=O
  4, -46, -2, -0.3, -82, 9, -52, -36, -44, 4, 1
Nc1n[nH]c2ccccc12
  -9, 13, -4, -1.1, -5, -4, 12, 2, -51, -1, -1
Cc1sc(NC(=O)c2ccccc2F)c(CN2CCCCC2)c1C
  9, -43, -27, 5.3, -5, -7, -73, -39, -42, 4, -1

(listing goes on)
Results follow in this order: NOD2-RIPK2 inh, SRC2 inh, NR2F2 inh, MC4R ag barr, LMP1 NFkB inh, TLR9-MyD88 inh, NR5A2 inv ag, NCOA3 inh, SRC1 inh, MC4R antagonist, ABHD5-PLIN5 inh
c1csc(-c2ccc(N3CCOCC3)nn2)c1
  7, -41, 6, -1.9, 13, -6, -137, -108, -93, -3, -6
COc1ccccc1C(=O)NC(=O)COC(=O)CNC(=O)c1ccc(Cl)cc1Cl
  1, -1, 4, -2.0, -8, -1, -38, 13, -5, 10, 4
Cc1ccc(C)c(OCc2nnc(NC(=O)c3ccc4c(c3)OCO4)s2)c1
  -3, -13, -11, 0.6, -15, 5, -6, 9, 5, 6, -1
Cc1ccc(Sc2nc(-c3ccccc3)nnc2C(F)(F)F)cc1
  -2, -13, -2, -0.9, 3, 4, -10, 17, 2, 5, -3
CC(=O)c1ccc(N2CCN(CC(=O)NC(=O)NCc3ccccc3)CC2)cc1
  8, -21, 0, -2.0, -6, -2, -6, 5, -23, 5, 9
Cc1ccc(S(=O)(=O)N2CCN(C(=O)COC(=O)COc3cccc4c3OC(C)(C)C4)CC2)cc1
  -4, 3, -23, -2.1, 3, -5, 6, 1, -35, 16, -10
C[C@@H]1CN([C@H](C)CO)C(=O)c2cc(Br)cnc2O[C@H]1CN(C)Cc1ccccc1
  5, -2, -14, -1.1, 2, 0, 22, -4, -3, -4, -1

Of the compounds above, 3 have two or more sulfur atoms:
Results follow in this order: NOD2-RIPK2 inh, SRC2 inh, NR2F2 inh, MC4R ag barr, LMP1 NFkB inh, TLR9-MyD88 inh, NR5A2 inv ag, NCOA3 inh, SRC1 inh, MC4R antagonist, ABHD5-PLIN5 inh
Cc1ccc(S(=O)(=O)N2CCCCC2)cc1NC(=O)CN1C(=O)c2ccccc2S1(=O)=O
  3, 3, -1, -0.2, -10, 3, -29, 10, -16, 12, 4
Cc1csc(N(C(=O)c2cccc(S(=O)(=O)N(C)C)c2)c2ccccc2)n1
  -10, -32, -13, 0.2, 6, -5, -26, -9, 13, 12, 1
CC1CCCC(NS(=O)(=O)c2cccc3nsnc23)C1C (stereo not given)
  4, 20, 12, -1.4, 5, -8, 18, 13, -15, -1, 5

Bioassay records deposited in PubChem BioAssay by several laboratories.
